Growth percent in the NCI-60 one-dose screen (48 h, 10 µM unless noted): 100 = growth as untreated, 0 = no growth, -100 = all killed.
RPMI-8226 – RPMI-8226 leukemia cells. 7.5% of 77,000 active. AID 1794781
MDA-MB-231 – MDA-MB-231 breast cancer; 5% of 81,000 active
MDA-MB-468 – MDA-MB-468 breast cancer; 8.5% of 78,000 active; AID 2202374
SR – SR leukemia cells; 8.7% of 73,000 active
MCF7 – MCF7 breast cancer; 6.3% of 82,000 active; AID 1794796
MOLT-4 – MOLT-4 leukemia cells | 6.9% of 80,000 active
CCRF-CEM – CCRF-CEM leukemia. AID 1794778. 7% of 77,000 active
K-562 – K-562 leukemia | 7.4% of 78,000 active | AID 1794777
* marks the source's active call; other numbers are inactive results; · = not tested or not shown; & = joins results of further samples. The calls were made as follows: active = growth percent below 10; inactive = the rest.

Every second line gives: MCF7, CCRF-CEM, RPMI-8226, MDA-MB-231, K-562, MOLT-4, SR, MDA-MB-468
1. CN=S(=O)(NC(=O)c1ccc(Cl)cc1Cl)c1ccc(Br)s1 (configuration not stated)
  101, 97, 98, 104, 104, 93, 94, 88
2. Cc1cccc(-n2c(SCC(=O)Nc3ccc(S(=O)(=O)Nc4cc(C)on4)cc3)nc3ccccc3c2=O)c1
  98, 101, 109, 97, 114, 110, 100, 95
3. COc1ccc2c(c1)Oc1nc(N)c(C#N)c(N)c1C2Sc1ccc(O)cc1 (configuration not stated)
  34, 16, 53, 79, 15, 35, 14, 19
4. OC(c1ccccc1)C(NCCNCc1ccccc1)c1ccccc1 (configuration not stated)
  99, 74, ·, 105, 93, 96, 82, 112
5. COc1ccc2c(ccc(=O)n2C)c1
  99, 105, 100, 98, 98, 93, 80, 119
6. CN(C)CCCN1c2ccccc2Sc2ccc(F)cc21
  77, 82, ·, ·, 34, 84, 58, 58
7. CC[C@@H](C(=O)[C@@H](C)[C@@H](O)[C@H](C)[C@@H]1O[C@@H]([C@@H](CC)C(=O)O)CC[C@@H]1C)C1O[C@]2(C=CC(=O)[C@]3(CC[C@@](C)([C@H]4CC[C@](O)(CC)[C@H](C)O4)O3)O2)[C@H](C)C[C@@H]1C (some centres not stated)
  11, ·, 5.0*, 30, 14, 41, 31, 19
8. CC(=O)/C=C/C1=C(C)CCCC1(C)C
  90, 101, 109, 105, 93, 87, 76, 94
9. COc1ccc(N=C2NN=C(c3ccc(F)cc3)CS2)cc1OC
  104, 82, 74, 92, 107, 73, 53, ·
10. Nc1cccc(-c2nc3sccn3c2-c2ccnc(NCCNS(=O)(=O)c3ccc(Cl)cc3)n2)c1
  59, 87, 86, 91, 81, 96, 94, 81
11. CO[C@H]1C[C@H](O[C@H]2[C@H](C)[C@@H](OC3O[C@H](C)C[C@H](N(C)C)[C@H]3O)[C@@H](C)C[C@]3(CO3)C(=O)[C@H](C)[C@@H](O)[C@@H](C)[C@@H](C)OC(=O)[C@@H]2C)O[C@@H](C)[C@@H]1O (some centres not stated)
  106, 104, 101, 99, 95, 105, 101, 106
12. C1CCN(CC2CCCCN2)CC1 (configuration not stated)
  93&102, 83, 110&85, 99&90, 111, 116&106, 105&88, 119&111
13. CC1=CC(=O)[C@]2(OC3O[C@@H](C)[C@H](O)[C@@H](O)[C@H]3O)C=CO[C@@H](O[C@@H]3O[C@H](CO)[C@@H](O)[C@H](O)[C@H]3O)[C@H]12 (some centres not stated)
  101, ·, 105, 103, 97, 100, 100, 110
14. COc1cccc(NC(=O)Nc2ccc(Oc3ncnc4[nH]c(C)c(C)c34)cc2)c1
  41, 76, 72, 97, 84, 57, 11, 125
15. COc1cc2oc(-c3cccc(NC(=O)[C@H](CC(N)=O)NC(=O)OC(C)(C)C)c3)cc(=O)c2c(OC)c1OC
  72, 54, 69, 98, 77, 65, 58, 83
16. CCOC(=O)CCC1(C(=O)OCC)Oc2ccc(Cl)cc2C1=O (configuration not stated)
  99, 108, 107, 104, 94, 95, 107, 101
17. COc1ccc(-c2nc3c(c(-c4ccc(Cl)cc4)nn3-c3ccccc3)c(-c3ccccc3)c2C#N)cc1
  96, 102, 106, 111, 100, 102, 114, 108
18. C=C(C)[C@@H]1CC[C@]2(C)[C@H](CC=C3[C@@H]4[C@H](C)[C@@H](C)CC[C@]4(CO)CC[C@]32C)[C@@]1(C)CCCN
  1.0*, 0.7*, -34*, 3.9*, 1.7*, -11*, -35*, -55*
19. CCn1nc(C#Cc2c(C)ccc3c(Nc4ccc(Cl)cc4)nccc23)c2c(N)ncnc21
  6.6*, 11, 2.7*, 8.6*, 13, 21, ·, 27
20. Cc1c/c(=N\NC(=O)Nc2ccc(F)cc2)oc2cc(O)ccc12
  106, 90, 88, 103, 98, 94, 92, 97
21. Cn1c([N+](=O)[O-])cnc1/C=C1\Oc2ccccc2C1=O
  1.8*, 2.8*, -7.1*, -32*, 3.5*, ·, 9.6*, 28
22. O=C(Cn1cc(CSc2nc3ccccc3o2)nn1)Nc1cccc(Cl)c1
  97, 102, 102, 90, 91, 102, 102, 98
23. COc1cc(C2=NOC(c3ccc(N(C)C)cc3)C2)cc(OC)c1OC (configuration not stated)
  108, 107, 122, 96, ·, 95, 142, ·
24. O=c1[nH]c(=S)[nH]c(O)c1/C=C1\C=Nc2ccccc21
  62, 4.0*, 72, 65, 99, 42, 5.5*, 103
25. CC(C)(Cl)C(=O)Oc1c(Cl)cc(Cl)cc1Cl
  125, 89, 98, 97, 99, 112, 110, 102
26. CCCn1ccnc1C(O)c1ccc(OCc2ccccc2)c(OC)c1 (configuration not stated)
  85, 94, 94, 94, 107, 99, 96, 90
27. CCS(=O)(=O)C1C(=O)N(C)C(S(=O)(=O)CC)C(=O)N1C (configuration not stated)
  103, 92, 100, 111, 110, 106, 103, 99
28. COc1ccc2c(c1)O/C(=C\c1ccccc1O)C2=O
  83, 105, 104, 97, 93, 97, 92, 100
29. O=c1/c(=C/c2ccc(Cl)cc2Cl)sc2nc(-c3ccccc3)nn12
  103, 96, 112, 99, 99, 88, 95, 112
30. CC/C=C/C(C(=O)OCC)(C(=O)OCC)C(C)CC (configuration not stated)
  93, 104, 99, 106, 100, 107, 102, 110

Single values from the results shown.
O=c1/c(=C/c2ccc(Cl)cc2Cl)sc2nc(-c3ccccc3)nn12 – MDA-MB-468: 112
CN=S(=O)(NC(=O)c1ccc(Cl)cc1Cl)c1ccc(Br)s1 (configuration not stated) – RPMI-8226: 98
COc1ccc(-c2nc3c(c(-c4ccc(Cl)cc4)nn3-c3ccccc3)c(-c3ccccc3)c2C#N)cc1 – CCRF-CEM: 102

From no. 27 to 30, as listed above:
Every second line gives: MCF7, CCRF-CEM, RPMI-8226, MDA-MB-231, K-562, MOLT-4, SR, MDA-MB-468
27. CCS(=O)(=O)C1C(=O)N(C)C(S(=O)(=O)CC)C(=O)N1C (configuration not stated)
  103, 92, 100, 111, 110, 106, 103, 99
28. COc1ccc2c(c1)O/C(=C\c1ccccc1O)C2=O
  83, 105, 104, 97, 93, 97, 92, 100
29. O=c1/c(=C/c2ccc(Cl)cc2Cl)sc2nc(-c3ccccc3)nn12
  103, 96, 112, 99, 99, 88, 95, 112
30. CC/C=C/C(C(=O)OCC)(C(=O)OCC)C(C)CC (configuration not stated)
  93, 104, 99, 106, 100, 107, 102, 110

The list continues:
Every second line gives: MCF7, CCRF-CEM, RPMI-8226, MDA-MB-231, K-562, MOLT-4, SR, MDA-MB-468
31. C=CCNc1ncnc2nc[nH]c12
  95, 101, ·, ·, 101, 97, 96, 113
32. O=C(O)c1cn(C2CC2)c2cc(N3CCN(Cc4n[nH]c(=S)n4-c4ccccc4)CC3)c(F)cc2c1=O
  99, 108, 109, 106, 99, 96, 88, 102
33. COc1cc(C2NC(=O)NC(C)=C2C(=O)OC(C)C)ccc1O (configuration not stated)
  97, 102, 104, 104, 100, 107, ·, 100
34. Cc1ccccc1C(C(=O)Cl)(c1ccccc1)c1ccccc1C
  108, 63, 61, 107, 56, 83, 100, 102
35. Fc1cccc(-n2ncc3c(Nc4ccc(-c5nnc(Nc6ccccc6)s5)cc4)ncnc32)c1
  91, 105, 106, 102, 95, 99, 65, 112
36. CC(C)C(=O)c1ccc(Cl)s1
  89, ·, ·, 105, 91, 97, ·, 92
37. C[C@]12C/C(=C/O)C(=O)C[C@@H]1CC[C@@H]1[C@@H]2CC[C@]2(C)OC(=O)/C(=C\O)C[C@@H]12
  88, 76, 97, 108, 96, 96, ·, 103
38. CC(C)Nc1ccncc1CO
  103, 92, 106, 100, ·, 87, 104, 92
39. O=C(CCN1CCC2CCC(C2)C1)c1ccccc1 (configuration not stated)
  103&112, 105, 99&103, 116&90, 97&80, 98&98, 88&98, 107&115
40. COCCOC(=O)C1=C(C)NC(=S)N(C(C)=O)C1c1ccc2c(c1)OCO2 (configuration not stated)
  102, ·, 98, 98, 94, 103, ·, 105
41. CCCCCCCCCCCCc1ccc(OC(=O)OCCCC)cc1
  113, ·, 121, 117, ·, ·, ·, 117
42. NS(=O)(=O)c1cn(-c2ccc([N+](=O)[O-])cc2[N+](=O)[O-])ccc1=O
  104, 82, 62, 104, 97, 100, 63, ·
43. COc1cc(/C=N\Nc2ccccc2[N+](=O)[O-])cc(OC)c1OC
  85, 94, 99, 100, ·, ·, ·, 90
44. O=C(Nc1ccc2c(ccn2C(=O)c2cccc(F)c2)c1)c1cccnc1
  99, ·, 103, 89, 75, 92, 65, 106
45. NC1=NN(O)C2=CC(Br)C=CC2=N1 (configuration not stated)
  90, 115, 111, 95, 95, 81, 104, 108
46. Cc1ccc2c(c1)C(=O)/C(=C/c1ncc([N+](=O)[O-])n1C)O2
  -1.6*, 0.7*, -12*, -40*, 0.7*, -2.1*, 11, 52
47. O=C1OC(=O)c2ccc(-c3ccc4ncn(C5CCCCC5)c4c3)c3cccc1c23
  94, 99, 91, 103, 83, 92, 79, 105
48. COc1ccc(NC(=O)COc2ccc(/C=C3/Oc4cc(OC)ccc4C3=O)cc2OC)cc1
  83, 88, 76, 87, 97, 92, 89, 95
49. C=C(C)[C@@H]1CC[C@]2(C(=O)O)CC[C@]3(C)[C@H](CC[C@@H]4[C@@]5(C)CCC(=O)NC(C)(C)[C@@H]5CC[C@]43C)[C@@H]12
  95, 101, 85, 102, ·, 105, 106, 111
50. O=C(/C=C/c1cc(-c2ccc3c(c2)OCO3)n[nH]1)c1ccc(Cl)cc1
  93, 100, 91, 95, 93, 88, 87, 105
51. CC(=C/c1ccccc1)/C=C1/SC(=S)N(C=C2C(=O)NC(=O)NC2=O)C1=O
  83, 89, 81, 97, 99, 97, 95, 104
52. NS(=O)(=O)c1cc(=O)[nH]c(=O)[nH]1
  101, 103, 118, 115, 131, 148, 135, ·
53. O=C(O)C(C1CCCCC1)C1(O)CCCC1 (configuration not stated)
  100, 117, 110, 84, 106, 124, 142, 101
54. CC(=O)SCC(C)C1CCC(C)C(SC(C)=O)C1 (configuration not stated)
  102, 117, 115, 117, 123, 120, ·, 105
55. CC(C)C(=O)C(CCN(C)C)c1ccccn1 (configuration not stated)
  99, 122, 111, 101, 117, 126, 124, 104
56. O=C1NC(=O)C(c2coc3cc(Br)ccc23)=C1c1c[nH]c2ccccc12
  30, 29, 44, 59, 12, 26, 20, 3.3*
57. COc1ccccc1N=Nc1cc(S(=O)(=O)O)c2ccccc2c1O
  104, 95, 107, 107, 108, 87, ·, 110
58. CC(C)CCSc1nc(-c2ccc(F)cc2)c(C#N)c(N2CCCCC2)n1
  94, 90, 91, 88, 79, 70, 88, 104
59. O=c1[nH]c2c(cc1S(=O)(=O)c1ccccc1)CCc1c-2cnn1-c1ccc(Cl)cc1
  94, 99, 113, 115, 89, 90, 90, 86
60. CSc1ccc(C(=O)c2ccc(Cl)cc2)cc1
  97, 102, 101, 94, 109, 106, 103, 98

Carrying on.
Every second line gives: MCF7, CCRF-CEM, RPMI-8226, MDA-MB-231, K-562, MOLT-4, SR, MDA-MB-468
61. CCN(CC)C(=O)C(c1ccccc1)C(O)(c1ccccc1)c1ccccc1 (configuration not stated)
  103, 88, 82, 89, 91, ·, 95, 105
62. NC(=O)NCC1CCCCC1
  91, 99, 108, 108, 102, 92, 99, 98
63. COc1ccc(C2CC(c3ccc(Cl)c(Cl)c3)=NN2c2ccccc2)cc1OC (configuration not stated)
  98, 98, 104, 110, 85, 95, 85, 113
64. CC12CCC3C4(C)COC(c5ccccc5Cl)OC4CCC3(C)C1CC(C1=CCOC1=O)O2 (configuration not stated)
  47, 67, ·, 72, 24, 35, 28, 25
65. Cc1ccc(NC(=O)Nc2ccc(-c3cccnc3)cc2N2CCC(CO)CC2)cc1
  9.8*, 35, 19, 9.3*, 9.4*, 18, 17, -17*
66. CC(=O)Nc1ccc(-n2c(CO)nc3cc(-c4ccc(O)cc4)ccc32)cc1
  54, 66, 58, 85, 46, 62, ·, 41
67. C=CCOC(=O)C(=O)OCC=C
  101, 91, 103, 108, 95, 104, 82, 104
68. COc1ccc(CCN2C(=O)CCC3=C2CCC3=O)cc1OC
  100, ·, 101, 89, 105, 103, 111, 102
69. Cc1nn(-c2ccccc2)c2ncn(/N=C/c3cccc([N+](=O)[O-])c3)c(=N)c12
  90, 126, 98, 108, 95, 93, 102, 100

Rewritten with one line to a screen: entries from further up
#63 COc1ccc(C2CC(c3ccc(Cl)c(Cl)c3)=NN2c2ccccc2)cc1OC (configuration not stated)
#68 COc1ccc(CCN2C(=O)CCC3=C2CCC3=O)cc1OC
#66 CC(=O)Nc1ccc(-n2c(CO)nc3cc(-c4ccc(O)cc4)ccc32)cc1
#65 Cc1ccc(NC(=O)Nc2ccc(-c3cccnc3)cc2N2CCC(CO)CC2)cc1

entry no.	63	68	66	65
MCF7	98	100	54	9.8*
CCRF-CEM	98	·	66	35
RPMI-8226	104	101	58	19
MDA-MB-231	110	89	85	9.3*
K-562	85	105	46	9.4*
MOLT-4	95	103	62	18
SR	85	111	·	17
MDA-MB-468	113	102	41	-17*
